# Bioassay records: PubChem, several laboratories
# PAFAH1B2 inh: PAFAH1B2 enzyme inhibitors, primary screen, biochemical, fluorescence polarization, human; Platelet-activating factor acetylhydrolase IB subunit alpha2 (Homo sapiens), P68402; recombinant PAFAH1B2, FP-rhodamine activity probe; inhibition, % at 3.39 µM; 1.2% of 340,000 active;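 active = inhibition above the mean of all tested compounds plus 3 SD, cut at about 24% in these data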;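 also: 0% = enzyme with DMSO and 100% = wells lacking PAFAH1B2; many of its hits are not listed in these tables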
# Bcl-xL primary: inhibitors of human Bcl-xL, primary screen, biochemical, fluorescence polarization, HTS; Bcl-2-like protein 1 (Homo sapiens), Q07817; GST-Bcl-xL / FITC-Bim BH3 peptide fluorescence polarization; inhibition, % at 10.9 µM; 0.7% of 320,000 active;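 active = inhibition above the mean of all tested compounds plus 3 SD, cutoff set per campaign, cut at about 30% in these data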;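 also: 0% = DMSO wells and 100% = unlabeled Bim-BH3 peptide competitor; inhibitors lower millipolarization by displacing the labeled peptide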
# Target sequence (Q07817 whole entry, looked up): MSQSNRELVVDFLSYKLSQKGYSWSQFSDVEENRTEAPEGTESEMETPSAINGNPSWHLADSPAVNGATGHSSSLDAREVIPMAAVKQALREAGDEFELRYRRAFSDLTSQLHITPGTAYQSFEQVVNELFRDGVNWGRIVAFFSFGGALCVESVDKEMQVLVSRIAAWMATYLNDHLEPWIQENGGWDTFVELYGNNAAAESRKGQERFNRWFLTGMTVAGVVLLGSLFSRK
# pPAFAH inh: pPAFAH enzyme inhibitors, primary screen, biochemical, fluorescence polarization, human | AID 463082, 2010 | recombinant pPAFAH, FP-rhodamine probe fluorescence polarization | 1.5% of 330,000 active | inhibition, % at 3.39 µM | Platelet-activating factor acetylhydrolase (Homo sapiens), Q13093;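 active = inhibition above the mean inhibition across the screen plus 3 SD, cut at about 25% in these data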;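 also: inhibitors block binding of the rhodamine activity-based probe so polarization drops; 0% = enzyme with DMSO and 100% = wells lacking pPAFAH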
# Fam108B counter: mouse Fam108B serine hydrolase inhibitors, primary screen, counter-screen for RBBP9 inhibitor project, biochemical, fluorescence polarization | recombinant Fam108B, FP-Rh probe fluorescence polarization | inhibition, % at 9.51 µM | 0.33% of 300,000 active;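 active = inhibition above the screen mean inhibition plus 3 SD, computed separately per campaign, cut at about 18% in these data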;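 also: inhibitors lower polarization as less probe binds the enzyme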
# MCL1 BIM primary: inhibitors of MCL1 binding to BIM-BH3, primary screen, biochemical, fluorescence polarization | Induced myeloid leukemia cell differentiation protein Mcl-1 (Homo sapiens), Q07820 | GST-MCL1 / FITC-Bim-BH3 fluorescence polarization | inhibition, % at 10.9 µM | 0.68% of 320,000 active | AID 2057, 2009;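 active = inhibition above the mean inhibition of all tested compounds plus 3 SD, set per campaign, cut at about 40% in these data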;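 also: 0% = DMSO wells and 100% = unlabeled Bim-BH3 peptide control; higher means more loss of mP so more displacement of Bim peptide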
# MEX-5 binding: MEX-5 zinc finger RNA-binding disruptors – biochemical, C. elegans, fluorescence polarization, MLPCN library, primary screen. Zinc finger protein mex-5 (Caenorhabditis elegans), Q9XUB2. MEX-5/FITC-TCR2 RNA binding; stronger effect = lower value. activity score (negative = inhibition of binding), % at 10 µM. 0.38% of 300,000 active. AID 1832, 2009;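 active = inhibition past about -25% in most replicates, and total fluorescence under double the plate's negative control median, limit read from the data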;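 also: 0% = DMSO and -100% = 5 µM competing unlabeled TCR2 RNA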
# AHR act: AHR activators, primary screen, cell-based, luminescence, luciferase reporter, human; AID 2796, 2010; activation, % at 5 µM; AHR-responsive luciferase reporter cells; 2.5% of 320,000 active; in the data active = activation above about 47%;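 also: 0% = vehicle wells and 100% = reference agonist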
# Target sequence (P35869 whole entry, looked up): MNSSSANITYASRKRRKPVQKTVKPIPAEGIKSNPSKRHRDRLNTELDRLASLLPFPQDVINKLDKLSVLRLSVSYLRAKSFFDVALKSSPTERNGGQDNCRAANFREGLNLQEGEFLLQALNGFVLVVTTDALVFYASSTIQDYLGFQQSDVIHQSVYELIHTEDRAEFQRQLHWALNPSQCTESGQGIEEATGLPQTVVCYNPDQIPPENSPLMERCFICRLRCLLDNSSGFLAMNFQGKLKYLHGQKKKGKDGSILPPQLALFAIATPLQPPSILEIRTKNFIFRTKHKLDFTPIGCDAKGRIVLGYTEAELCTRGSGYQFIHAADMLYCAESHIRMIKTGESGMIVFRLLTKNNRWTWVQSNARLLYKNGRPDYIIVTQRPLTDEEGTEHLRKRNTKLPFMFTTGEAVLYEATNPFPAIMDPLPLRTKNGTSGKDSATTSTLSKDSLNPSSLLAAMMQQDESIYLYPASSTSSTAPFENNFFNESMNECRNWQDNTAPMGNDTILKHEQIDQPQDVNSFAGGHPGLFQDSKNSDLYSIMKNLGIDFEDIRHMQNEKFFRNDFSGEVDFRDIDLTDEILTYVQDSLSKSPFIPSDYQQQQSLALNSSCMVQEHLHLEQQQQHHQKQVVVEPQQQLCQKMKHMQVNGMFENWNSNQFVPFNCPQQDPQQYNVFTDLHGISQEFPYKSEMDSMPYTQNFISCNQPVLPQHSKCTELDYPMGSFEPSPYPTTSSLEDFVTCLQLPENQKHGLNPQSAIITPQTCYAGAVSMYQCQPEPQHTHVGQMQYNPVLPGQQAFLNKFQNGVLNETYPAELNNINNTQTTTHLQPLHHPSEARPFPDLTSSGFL
# GLD-1 TGE inh: GLD-1/TGE RNA complex disruptors, primary screen, biochemical, fluorescence polarization. inhibition, % at 5.96 µM. 0.44% of 320,000 active. Female germline-specific tumor suppressor gld-1 (Caenorhabditis elegans), Q17339. purified GLD-1 + fluorescein TGE RNA;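 active = percent inhibition above a per-plate cutoff, the plate mean of test compounds plus 3 SD, cut at about 30% in these data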;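 also: 0% = DMSO wells with GLD-1 and probe and 100% = wells lacking GLD-1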
# PME-1 primary: PME-1 inhibitors via competitive probe labeling, primary screen, biochemical, fluorescence polarization, FP-Rh probe, HTS. Protein phosphatase methylesterase 1 (Homo sapiens), Q9Y570. recombinant PME-1. inhibition, % at 5.9 µM. 0.53% of 320,000 active;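 active = inhibition above the campaign mean of all compounds plus 3 SD, cut at about 26% in these data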;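 also: competitive labeling of PME-1 active site by serine hydrolase directed probe; 0% = PME-1 with DMSO and 100% = wells lacking PME-1 enzyme; inhibitors block probe labeling so polarization falls and inhibition rises; many of its hits are not listed in these tables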
# Numbers without * were called inactive; / = no result given. Only part of the results is shown. The share of hits here may be higher or lower than overall.
# Results follow in this order: PAFAH1B2 inh	Bcl-xL primary	pPAFAH inh	Fam108B counter	MCL1 BIM primary	MEX-5 binding	AHR act	GLD-1 TGE inh	PME-1 primary
Cc1occc1-c1nnc(SCC(=O)Nc2nc(-c3ccccc3)cs2)o1
 : -5	-2	-3	-6	2	4.2	28	7	-1
COc1cccc(C(=O)Nc2ccccc2N2CCN(C(=O)c3ccccc3)CC2)c1
 : 7	/	3	/	/	/	3	5	/
Cc1cc(C(=O)CSc2ncccn2)c(C)n1Cc1ccco1
 : -1	3	7	19*	5	0.2	7	-9	-1
O=C(Cn1nnc2c(cnn2-c2ccccc2)c1=O)NCc1cccs1
 : 6	5	-1	0	3	-1.4	8	9	-3
O=C(/C=C\Nc1ccc(S(=O)(=O)Nc2ncccn2)cc1)c1cccc2ccccc12
 : 4	6	17	-3	2	-7.0	10	-7	5
C=CCn1c(CNC(=O)c2cccs2)nnc1SCC(=O)c1ccc(Br)cc1
 : 10	2	3	5	5	1.6	-2	-3	-6
CCCn1c(CCNC(=O)c2cccs2)nc2ccccc21
 : 4	7	-1	6	-1	-0.2	29	4	6
Cc1ccc(NC(=O)c2cc(S(=O)(=O)NCCC3=CCCCC3)ccc2F)cc1F
 : -11	3	-12	-48	8	0.2	9	4	-65
CCC(C)(C)n1nnnc1C(C(C)C)N(Cc1ccco1)Cc1cc2cc3c(cc2[nH]c1=O)OCO3 (stereo not given)
 : 3	45*	3	-4	46*	0.3	45	28	6
CCCc1[nH]nc2c1C(c1ccc(O)c(OC)c1)C(C#N)=C(N)O2 (stereo not given)
 : 2	3	7	1	1	-6.6	2	1	4
O=C(CS(=O)CC(=O)N(c1cccc(F)c1)C(C(=O)NC1CCCCC1)c1ccco1)Nc1ccc(F)cc1 (stereo not given)
 : 8	4	2	-2	3	-0.2	-1	-3	-6
COc1cc(C(=O)Nn2c(C)nc3ccccc3c2=O)cc(OC)c1OC
 : -1	4	1	-4	8	1.5	1	-3	4
CC1(C)CC(=O)C=C(NC2CCCC(O)C2)C1 (stereo not given)
 : 2	3	-3	4	1	-1.7	18	4	3
Cc1cc(C)c2c(n1)sc1c(-c3ccccc3)c(C#N)c(N)nc12
 : 3	-6	-2	0	-2	-0.2	18	10	10
CCCCOc1ccc(/C(O)=C2/C(=O)C(=O)N(Cc3cccnc3)C2c2ccncc2)c(C)c1 (stereo not given)
 : 0	3	5	2	-4	-1.6	0	-1	3
Cc1ccc(-c2nn(-c3cccc(F)c3)cc2CN(Cc2nccn2C)C(C)C)o1
 : 4	3	1	3	0	3.9	5	-4	6
CCC1(c2ccc(Cl)cc2)NC(=O)N(Cc2ccc(C(=O)OC)cc2)C1=O (stereo not given)
 : 4	-5	9	5	1	-0.6	3	2	0
COc1ccc(OCC(=O)Nc2cc(OC)cc(OC)c2)cc1
 : 1	4	3	0	3	-0.3	2	6	-8
NC(=O)c1nnn(-c2cccc(C(F)(F)F)c2)c1-c1ccccc1
 : 3	-1	4	0	1	-1.2	0	3	-2
Cc1ccc(CNC(=O)CCC2CCCN(Cc3cccc4ncccc34)C2)o1 (stereo not given)
 : -3	5	23	1	3	0.3	0	0	0
Cc1cccc(C)c1OCCNC(=O)C(=O)NCc1ccco1
 : 0	0	-4	-3	3	0.6	4	6	1
CCOc1cc(NC(=S)NCCCN2CCOCC2)c(OCC)cc1NC(=O)C(C)C
 : 1	0	6	0	6	0.3	5	0	-10
COc1cccc(NC(=O)CSc2nc3ccccc3nc2N2CCCC2)c1
 : -4	2	16	-7	5	-2.9	-1	5	-3
COc1ccc(S(=O)(=O)Nc2cc(C(=O)NCCCOC(C)C)ccc2N2CCOCC2)cc1
 : 2	-1	0	-3	-3	-1.8	9	-1	2
Cc1cccc(NC(=O)Nc2nnc(N3CCCCC3C)s2)c1C (stereo not given)
 : 1	6	-3	6	3	-5.8	4	9	7
O=C(C[n+]1ccccc1)Nc1c(Cl)cc(Cl)cc1Cl
 : /	7	2	4	-3	0.4	-1	5	0
CSc1nc(C)nc(N/C=C(\C#N)S(=O)(=O)c2ccccc2Cl)n1
 : 3	-2	-2	0	-4	1.3	0	-21	2
CCN1C(=O)c2ccccc2S(=O)c2ccc(C(=O)NCCCN3CCCC3=O)cc21 (stereo not given)
 : -3	0	-1	0	3	-0.3	1	5	-6
Cc1ccc(-n2nnnc2SCC(=O)Nc2sccc2C#N)cc1
 : 3	2	7	-1	-22	-3.2	8	-13	-4
COc1ccc(NC(=O)CN2C(=O)C(C)Oc3ccccc32)c(OC)c1 (stereo not given)
 : 4	4	-4	-4	6	2.4	3	6	7
COc1ccc(NC(=O)Nc2cccc3ccccc23)cc1S(N)(=O)=O
 : -3	5	5	3	4	-0.9	18	7	2
CCOC(=O)N1CCN(CCC(=O)Nc2ccc(C)c(Br)c2)CC1
 : 2	8	7	-3	3	-0.6	2	0	-3
O=C(Nc1ccc(Cl)cc1)C1CCCN(S(=O)(=O)c2cnc[nH]2)C1 (stereo not given)
 : 3	1	4	0	4	-1.6	6	3	-9
CC(C)C(=O)NC(Nc1ccccc1F)C(Cl)(Cl)Cl (stereo not given)
 : 2	3	4	-5	2	-3.4	-1	-6	4
O=C(NCc1ccccn1)c1ccc2c(=O)n3nc(Nc4ccccc4)sc3nc2c1
 : 0	1	-1	-3	0	0.5	4	-6	-9
Nc1c(N(Cc2ccco2)C(=O)c2ccc(Br)cc2)c(=O)[nH]c(=O)n1Cc1ccccc1
 : -3	7	3	/	3	/	11	4	1
O=C(Oc1ccccc1)c1cc2ccccc2o1
 : -2	-7	4	-6	-11	0.0	3	6	0
O=C(NC1CC(=O)N(c2ccccc2)C1)N1CCN(C(=O)c2ccco2)CC1 (stereo not given)
 : 1	2	1	-4	2	1.7	-2	8	3
Cc1cc(C(C)(C)C)cc(C)c1C[n+]1ccc2ccccc2c1
 : 6	3	2	-1	9	-0.4	-1	-1	-2
S=C(Nc1ccccc1)N1CCOCCOCCN(C(=S)Nc2ccccc2)CCOCCOCC1
 : -4	-12	5	0	-3	0.6	-1	-1	-4
CCCN1CN(Cc2ccccc2)CNC1=S
 : 1	6	-5	-1	12	-2.1	0	-4	5
O=C(CCN1CCCO1)NC1CCCc2c1cnn2-c1ccccc1F (stereo not given)
 : 2	0	3	-1	-6	/	0	9	-5
O=C(CCC(=O)c1ccc(F)cc1)OC1CCOC1=O (stereo not given)
 : -2	2	4	2	-4	-0.4	3	-3	0
Cc1cccc(NC(=O)NCCc2ccc(Cl)cc2)c1
 : 13	0	0	-4	0	-1.3	2	-7	2
O=[N+]([O-])c1cccc(/C=N/Nc2nccnc2Cl)c1
 : 0	4	1	2	8	0.3	12	3	1
COC(=O)C1CCN(C(=O)Cc2ccc(Br)cc2)CC1
 : 0	8	0	-2	7	1.4	3	3	-2
COC(=O)C1=CN(Cc2ccc(OC)c(OC)c2)C=C(C(=O)OC)C1c1cccc(OC)c1OC
 : -1	2	0	-3	-2	-1.9	4	-4	2
CCn1c(CSc2ncccn2)nnc1SCC(=O)N1c2ccccc2CC1C (stereo not given)
 : 5	-4	-2	-4	-6	1.4	-2	-12	3
COc1ccc(-c2cc(C(=O)Nc3c(Cl)cc(Cl)cc3Cl)c3ccccc3n2)cc1OC
 : -14	3	2	-15	-6	-3.2	9	-3	-4
COCCCN1C(=O)C(=O)/C(=C(/O)c2ccc(C)cc2)C1c1ccccc1 (stereo not given)
 : -4	1	2	-4	-1	0.7	0	2	3

# The results go on:
# Results follow in this order: PAFAH1B2 inh	Bcl-xL primary	pPAFAH inh	Fam108B counter	MCL1 BIM primary	MEX-5 binding	AHR act	GLD-1 TGE inh	PME-1 primary
CCNC(=S)N/N=C(\C)c1cccc(OC)c1
 : 5	2	0	5	11	-3.7	11	4	2
CCn1cnc2cc(NCc3ccc(C)cc3)ccc21
 : 7	6	4	6	10	-3.3	34	-3	-2
CCCCc1nc2sc3c(c2c(=O)[nH]1)CCC3
 : 6	2	2	-3	11	0.3	6	3	-4
COc1ccc(/C=N/NC(=O)c2nn(C)cc2Br)cc1CSCc1ccco1
 : -5	7	-40	-5	5	1.6	27	1	-9
C=CCc1ccc(OCC(O)CN2CCCCC2)c(OC)c1 (stereo not given)
 : 1	4	1	3	1	1.0	11	3	-3
COc1ccc(OC)c(N2C(=NC(=O)C3CCCCC3)SC3CS(=O)(=O)CC32)c1 (stereo not given)
 : -1	3	0	-4	9	-0.1	0	-9	3
CN(Cc1cnn(-c2ccccc2)c1)C(=O)C1CCC(=O)N(C2CC2)C1 (stereo not given)
 : -1	-4	5	-6	-7	0.3	-2	3	6
CCOC(=O)C1CN(S(=O)(=O)c2ccc(F)cc2)C1
 : 0	10	-3	-2	7	1.1	0	-1	7
C=CCn1c(SCC(=O)c2ccc(O)c(O)c2)nnc1-c1cccc(Cl)c1
 : 5	4	28*	/	18	/	-1	-7	4
CCC(=O)NC(c1ccco1)c1cc(Cl)c2cccnc2c1O (stereo not given)
 : -3	12	24	4	15	0.9	6	8	-2
C[C@H](NC(=O)N1CCn2c1nc1ccccc12)C(=O)NCC1CCCO1 (stereo not given in full)
 : 0	2	-3	2	7	-1.2	2	-5	-5
O=C(CCCSc1nnc(-c2cccs2)n1CC1CCCO1)c1ccccc1 (stereo not given)
 : 4	1	9	3	1	0.1	1	0	4
CC(=O)c1cc(-c2ccccc2)n(CC(=O)Nc2cccc(C)c2)c1C
 : 4	-9	3	1	-11	1.6	-2	3	-5
COc1ccccc1NC(=O)C1=C(C)NC(=O)NC1c1cccs1 (stereo not given)
 : /	7	2	-2	4	-1.7	0	2	-4
COCCCn1cc(C(=O)c2ccccc2OCC(=O)Nc2cccc(F)c2)cc(C#N)c1=O
 : -3	-1	3	-5	-1	0.4	2	4	-2
Cc1ccccc1S(=O)Cc1ccc(C(=O)NC2CC2)o1 (stereo not given)
 : 5	0	6	-1	0	1.4	0	2	-2
O=C1CN(C(=O)CSc2nncs2)c2ccccc2N1
 : 2	4	1	1	3	0.6	0	-10	-3
CN(c1ccc(OCC(=O)OCC(=O)Nc2ccccc2)cc1)S(=O)(=O)c1cccs1
 : -3	1	7	4	-6	0.8	0	12	2
CSC1=C(C#N)C2(CCCC2)C(C#N)=C(N)N1
 : /	5	2	3	7	-0.6	3	-5	5
CCn1c(C(=O)N2CCCC(C(=O)O)C2)cc2sccc21 (stereo not given)
 : 5	7	2	0	1	2.6	-1	8	5
CCOc1ccc2[nH]c(=O)c(CN(CC3COCCO3)C(=O)c3ccc(C)cc3)cc2c1 (stereo not given)
 : 0	3	3	-2	-1	-0.4	12	-2	-5
